# DDE Tn7 FP inh: inhibitors of Tn7 peptide binding to fibrin DD(E), primary screen, biochemical, fluorescence polarization, human fibrin, Tn7 probe. Fibrinogen beta chain (Homo sapiens), P02675. FP displacement of FITC-Tn7 peptide from fibrin DD(E); 0% = median of compound wells per plate. inhibition, % at 8.3 µM. hit rate 0.13% among 370,000. AID 720508, 2013;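 active = inhibition above the mean of compounds falling within the control limits plus 3 SD of them, cut at about 14% in these data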;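 also: 0% = plate median of compound wells and 100% = 10 µM Aha-Tn7 peptide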
# Target sequence (P02675 whole entry, looked up): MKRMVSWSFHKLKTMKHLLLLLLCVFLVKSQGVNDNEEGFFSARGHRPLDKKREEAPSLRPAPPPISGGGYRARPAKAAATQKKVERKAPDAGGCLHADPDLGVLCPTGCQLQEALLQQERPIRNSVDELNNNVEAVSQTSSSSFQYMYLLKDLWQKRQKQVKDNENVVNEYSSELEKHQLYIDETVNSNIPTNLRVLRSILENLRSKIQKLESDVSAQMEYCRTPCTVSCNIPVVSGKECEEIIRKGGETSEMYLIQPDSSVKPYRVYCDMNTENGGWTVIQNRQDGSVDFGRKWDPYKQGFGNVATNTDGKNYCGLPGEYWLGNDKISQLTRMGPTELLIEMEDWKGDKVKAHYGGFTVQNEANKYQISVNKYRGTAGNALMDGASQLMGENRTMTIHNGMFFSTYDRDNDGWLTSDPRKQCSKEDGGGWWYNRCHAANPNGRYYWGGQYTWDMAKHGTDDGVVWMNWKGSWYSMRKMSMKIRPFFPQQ
#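 Assay system: human fibrin DD(E). Input: DD(E) 2 µM final. Medium: Tris buffer with calcium and detergent, pH 7.8. Compound dosing: single point at 8.3 µM. Timing: 10 min plus 3 h, room temperature. Technique: fluorescence polarization of the labelled Tn7 tracer. Read-out: percent inhibition. Replicates: singlicate testing.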
# TDP2 absorb: human TDP2 enzyme inhibitors, primary screen, biochemical, epi absorbance, recombinant enzyme; Tyrosyl-DNA phosphodiesterase 2 (Homo sapiens), O95551; T5PNP hydrolysis, p-nitrophenol absorbance 415 nm; inhibition, % at 12.8 µM; hit rate 0.34% among 370,000; AID 720702, 2013;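 active = inhibition above the mean of all tested compounds plus 3 SD, set per campaign, cut at about 25% in these data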;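 also: 0% = DMSO with enzyme and 100% = buffer with substrate but no TDP2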
# Target sequence (O95551 whole entry, looked up): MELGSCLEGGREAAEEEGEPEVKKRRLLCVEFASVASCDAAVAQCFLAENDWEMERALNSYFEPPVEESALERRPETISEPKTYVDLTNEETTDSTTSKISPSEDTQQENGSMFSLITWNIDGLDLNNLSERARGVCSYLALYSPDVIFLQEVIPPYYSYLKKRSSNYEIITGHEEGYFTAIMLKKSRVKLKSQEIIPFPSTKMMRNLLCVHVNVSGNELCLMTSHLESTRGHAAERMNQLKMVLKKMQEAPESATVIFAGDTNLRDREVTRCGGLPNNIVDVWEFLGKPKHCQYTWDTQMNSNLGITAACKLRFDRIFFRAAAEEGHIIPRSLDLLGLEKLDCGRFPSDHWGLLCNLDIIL
#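 Assay system: recombinant human TDP2 / Reagent: T5PNP substrate at 5 mM, a TopII-DNA adduct mimic / Measured by: epi absorbance from released p-nitrophenol / Evaluation: % inhibition relative to enzyme-containing and enzyme-free wells / Control set: enzyme-free and DMSO wells / Replicates: each compound tested once, singlicate / Schedule: enzyme reaction with compound for 2 h at 37 °C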
# PRMT1 FP inh: PRMT1 methyltransferase inhibitors, primary screen, biochemical, fluorescence polarization. Protein arginine N-methyltransferase 1 (Homo sapiens), Q99873. recombinant PRMT1, activity-based probe fluorescence polarization. inhibition, % at 2.79 µM. hit rate 1.3% among 370,000;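 active = inhibition above about 21% made by adding two undisclosed values, limit read from the data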
# KLK7 zymogen act: proKLK7 zymogen activators, primary screen, biochemical, fluorescence intensity; purified proKLK7, EDANS-DABCYL substrate fluorescence; 100% is mature enzyme control, 0% vehicle; hit rate 0.9% among 370,000; Kallikrein-7 (Homo sapiens), P49862; activation, % at 7 µM;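 active = activation above the mean of all tested compounds plus 3 SD, computed per campaign excluding outliers beyond control limits, cut at about 13% in these data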
# MBD2 DNA inh: inhibitors of MBD2 binding to methylated DNA, primary screen, biochemical, TR-FRET, DNA-binding domain, human; Methyl-CpG-binding domain protein 2 (Homo sapiens), Q9UBB5; MBD2 binding to methylated oligonucleotide; inhibition, % at 4.4 µM; hit rate 0.31% among 370,000; in the data active = inhibition above about 13%
# DDE Tn6 FP inh: inhibitors of Tn6 peptide binding to fibrin DD(E), primary screen, biochemical, fluorescence polarization, human fibrin, Tn6 probe. Fibrinogen beta chain (Homo sapiens), P02675. Fibrin DD(E) TRITC-Tn6 fluorescence polarization displacement. inhibition, % at 8.3 µM. hit rate 0.21% among 370,000. AID 720509, 2013;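 active = inhibition above a per-campaign cutoff: mean of compounds within control limits plus 3 SD, cut at about 15% in these data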;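 also: 0% = median of all compound wells on the plate and 100% = blocking peptide control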
# TCR-CD3 inh: inhibitors of human TCR-CD3 interaction, primary screen, biochemical, fluorescence, TAMRA-labeled TCR probe; T-cell receptor (TCR); inhibition, % at 9.4 µM; hit rate 0.37% among 360,000; AID 651800, 2012; in the data active = inhibition above about 19%;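 also: recombinant mutant TCR 2C K166C tagged with TAMRA read by polarization; 0% = receptor in buffer alone and 100% = receptor with positive control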
# LEDGF integ inh: blockers of LEDGF/p75-dependent integrase strand transfer – biochemical, TR-FRET, high throughput, primary screen; HIV-1 integrase (with human LEDGF/p75); AID 743269, 2014; TR-FRET IN-LEDGF/p75 DNA integration, Eu/Cy5; inhibition, % at 3.7 µM; hit rate 0.64% among 370,000;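 active = inhibition above the screen-wide mean plus 3 SD, cut at about 13% in these data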;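 also: signal is the Cy5 over europium emission ratio at 671 and 618 nm; 0% = plate median of compound wells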
# UHRF1 MBD2 ctr: UHRF1 methylated DNA binding inhibitors, primary screen, counter-screen for MBD2 inhibitor project, biochemical, TR-FRET, human UHRF1, single concentration; UHRF1 binding to methylated oligo; AID 687016, 2013; E3 ubiquitin-protein ligase UHRF1 (Homo sapiens), Q96T88; hit rate 0.75% among 370,000; inhibition, % at 4.4 µM; in the data active = inhibition above about 21%;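 also: UHRF1 SRA domain binding a hemimethylated CpG hairpin DNA probe; 0% = median of test compound wells and 100% = reference inhibitor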
# SIAE inh: human SIAE inhibitors, primary screen, biochemical, fluorescence polarization, FP-Rh probe, 1536-well HTS | Sialate O-acetylesterase (Homo sapiens), Q9HAT2 | hit rate 0.69% among 370,000 | AID 1053197, 2014 | inhibition, % at 9.66 µM | SIAE FP-Rh probe binding;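 active = inhibition above a cutoff: mean of compounds within the control limits plus 3 SD of those, cut at about 17% in these data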;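 also: 0% = plate median of compound wells and 100% = probe without SIAE protein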
# * marks the source's active call; other numbers are inactive results. Rows are unselected; any-hit rate near 4.6%.
SMILES,DDE Tn7 FP inh,TDP2 absorb,PRMT1 FP inh,KLK7 zymogen act,MBD2 DNA inh,DDE Tn6 FP inh,TCR-CD3 inh,LEDGF integ inh,UHRF1 MBD2 ctr,SIAE inh
CCc1ccc(C(=O)C(C)OC(=O)C2COc3ccccc3O2)cc1 (configuration not stated),4,8,-4,0.1,-2,-9,3,4,0,-3
COC(=O)C1=C(O)/C(=C\c2ccc(CNC(=O)C(=O)Nc3ccc(C)c(C)c3)o2)N=C1C,-4,-2,45*,1.1,2,6,-2,41*,9,12
CC(C)C1CC(C(F)(F)F)n2nc(C(=O)O)cc2N1 (configuration not stated),-4,12,-3,-0.5,-5,-3,9,-2,-4,0
Cn1c(NC(=O)CC2CCCCC2)cc(=O)n(C)c1=O,-5,-4,-3,-0.3,-4,-1,9,-2,-1,6
O=C(CC12CC3CC(CC(C3)C1)C2)NCc1ccccc1,2,-8,-3,0.3,-2,0,0,1,17,-3
CCc1ccc(/C=N\NC(=O)c2ccc(Br)o2)s1,7,-9,-4,0.2,4,1,6,-2,-3,-1
CCN(C[C@H]1N[C@@](Cc2ccccc2)(C(=O)OC)[C@H]2C(=O)N(Cc3ccccc3)C(=O)[C@@H]12)C(=O)Nc1ccc(F)cc1,-5,-7,0,0.2,0,-10,1,2,-1,-8
O=C(CSc1ccc2nc(-c3ccccc3)cn2n1)NCC1CCCO1 (configuration not stated),-7,-5,2,11,1,-8,-1,-2,1,1
COCCNC(=S)N1CCC(Cc2ccccc2)CC1,2,9,4,-0.6,-1,0,3,0,3,0
Cc1ccc(NC(=O)COC(=O)Cc2c[nH]c3ccccc23)cc1F,-3,-5,1,0.5,-2,-1,2,-3,-4,-8
COCc1cc(N2CCCC2)nc(-c2ccccc2)n1,2,4,-6,0.4,-5,4,6,0,-1,7
Cc1cc(C)cc(NC(=O)CN2C(=O)c3ccccc3C2=O)c1,6,7,0,0.0,2,-2,6,-2,-2,-14
Cc1ccccc1Nc1nnc(SCC(=O)N(C)C2CCS(=O)(=O)C2)s1 (configuration not stated),4,11,-1,0.1,-1,8,1,-1,1,7
CCCCC(c1nnnn1C1CCCC1)N1CCN(C2CCCC2)CC1 (configuration not stated),-3,3,-2,0.4,0,-1,6,3,-1,1
CCN(CC)C(CNC(=O)c1cc(=O)[nH]c2ccccc12)c1ccccc1Cl (configuration not stated),-6,-5,-6,1.8,-6,-2,-1,4,-3,8
O=C(Nc1ccc(N2CCOCC2)cc1)Nc1ccc2nc(-c3ccco3)c(-c3ccco3)nc2c1,1,0,10,2.8,1,-31,-1,2,-5,9
CCCNC(=O)C1(C)CCN(C(=O)c2ccccc2F)C1 (configuration not stated),-5,-6,6,-1.0,0,0,-5,-3,1,-1
Cc1cccc(N2CCN(C(=O)c3noc4c3COc3ccc(C)cc3-4)CC2C)c1 (configuration not stated),-6,-2,2,0.3,1,4,-3,1,0,-5
COc1ccc(CNC(=O)CN2C(=O)NC(C)(c3cccc4ccccc34)C2=O)cc1OC (configuration not stated),1,4,7,-0.5,0,-5,-4,0,1,-5
CCOc1ccc(NC(=O)N(CC(C)C)CC(C)C)cc1,1,5,1,0.2,-6,1,0,5,-1,14
CCCNc1nc2c(c(=O)[nH]c(=O)n2C)n1CCC(C)C,-3,-13,-5,0.0,-5,5,2,1,0,4
COc1ccccc1CNC(=O)CNCCc1ccc(OC)c(OC)c1,7,15,-3,-0.5,4,3,8,2,-3,0
CCOc1ccc(N(CC(=O)NCc2ccc(OC)cc2)S(=O)(=O)c2c(C)noc2C)cc1,-1,1,2,0.1,3,2,-10,-4,6,-5
O=C(Cn1nc(C(=O)O)c2ccccc2c1=O)Nc1ccc(F)cc1,-3,-6,2,-0.6,0,-2,5,1,-1,1
CCOCCCNc1ccc(-c2ccccc2)nn1,3,6,0,0.1,2,-4,6,1,8,-2
CCOC(=O)CC1=NN(c2ccccc2)C(=O)C1=c1sc(=C2SC(C)=C(C)N2CC)c(=O)n1CC,-2,0,4,-0.9,4,-1,-2,-4,0,-8
CCOC(=O)Cc1nnc(NC(=O)COc2ccc(OC)cc2)s1,-7,-12,4,-1.3,3,-9,-9,-1,8,-2
N=c1nc(N)nc2n1NC(c1ccc(F)cc1)=CS2,-5,0,1,-0.1,-1,-5,-10,-2,-5,-2
COC(=O)c1ccc(C)c(NC(=O)c2ccc(Cl)c([N+](=O)[O-])c2)c1,1,-2,2,0.5,5,1,-5,0,5,0
C=CCSC1=C(C#N)C(c2ccccc2Cl)CC(=O)N1 (configuration not stated),4,-8,46*,0.3,-4,-4,1,-2,1,-3
O=C(O)/C(=C\c1cccc(C(F)(F)F)c1)c1ccc(S(=O)(=O)N2CCCC2)s1,9,14,-3,-0.5,3,-1,7,3,0,1
Cc1ccc(NC(=O)/C(=C/c2ccncc2)NC(=O)c2ccccc2)cc1,-6,8,2,0.1,1,1,1,1,-2,-1
COc1ccc(C(=O)O)cc1S(=O)(=O)NCCCN1CCCC1=O,0,-1,2,0.2,4,-3,-3,4,1,5
COc1ccc(Nc2nc3ccccc3n3cnnc23)cc1Cl,3,26*,-3,-0.1,2,2,-6,1,-5,12
O=C(Nc1cc(Br)ccc1F)c1nc[nH]c1C(=O)NCc1ccccc1,-1,11,-5,0.1,-3,-4,-1,2,-3,-6
COc1ccc([C@H]2CC(=O)C=C(c3ccc(OC)c(F)c3)C2)cc1,5,3,1,-0.1,4,3,-5,-2,-1,-6
C[C@@H]1CN([C@@H](C)CO)C(=O)CCCn2nncc2CO[C@H]1CN(C)C(=O)Nc1cccc(Oc2ccccn2)c1,-6,-11,-5,0.3,1,4,-6,5,0,-1
COc1ccc(CCNC(=O)c2ccc3nc(N4CCCCC4)sc3c2)cc1OC,-4,9,-7,-0.2,3,-2,-2,0,-1,1
CCOC(=O)C1=CNS(=O)(=O)NC1c1ccc(Br)cc1F (configuration not stated),-4,13,-8,-0.7,-6,-3,5,2,-1,3
COc1cccc(CNc2ncc(-c3ccccc3)n2C)c1,-6,2,0,0.3,5,3,-13,3,5,11
Cc1csc(NC(=O)Cc2ccc(Cl)cc2)n1,-9,-7,-1,0.6,6,4,-4,-1,3,4
Cc1ccc(C(=O)NCCCC(=O)O)o1,8,-7,6,0.6,9,-1,41*,-4,10,-5
Cc1ccc(-c2nnc(SCC(=O)N3c4ccccc4NC(=O)C3(C)C)n2N)cc1,2,11,0,-0.1,-1,-7,7,3,-1,0
CN(C)C(=O)COC(=O)c1ccccc1NC(=O)c1ccco1,-2,-1,0,-0.2,1,6,-3,-3,1,-6
Cc1ccc(N2C(=O)N(CC(=O)Nc3ccccc3C)C(=O)C2C)cc1 (configuration not stated),8,-1,1,-0.5,-4,-4,3,0,-2,-1
COc1ccccc1CCn1cnc(-c2ccc(OC)c(OC)c2)c1C(C)C,4,-4,9,0.2,8,-10,-9,2,6,-1
O=C(CSc1ncnc2c1oc1ccccc12)NC1CCCC1,-2,-7,-2,-0.1,-3,-5,-3,-1,1,-2
CCOC(=O)c1c(Cc2cccc(Cl)c2)c[nH]c1C,-9,-1,-3,0.4,2,-8,3,0,1,5
CCOc1ccccc1NC(=O)CSc1nc2cccnc2n1C,7,-8,0,-0.4,0,11,-3,-2,-2,-4
Cc1cc(C(F)(F)F)nc(CCNC(=O)C2CCC(=O)N(Cc3cccc(F)c3)C2)n1 (configuration not stated),9,5,3,0.0,-3,-4,4,2,1,-1
CCOc1cc(N2CCOCC2)c(OCC)cc1NC(=O)[C@H](C)N1C(=O)C2CC=CCC2C1=O (some centres not stated),-3,4,0,0.1,-2,-3,5,2,2,0
Cc1ccc(C(=O)OCC(=O)N(C)C2CCS(=O)(=O)C2)cc1S(=O)(=O)N1CCOCC1 (configuration not stated),0,3,-2,0.1,2,4,1,-3,-1,7

# Taken from the results shown for reference:
SMILES,DDE Tn7 FP inh,TDP2 absorb,PRMT1 FP inh,KLK7 zymogen act,MBD2 DNA inh,DDE Tn6 FP inh,TCR-CD3 inh,LEDGF integ inh,UHRF1 MBD2 ctr,SIAE inh
CCc1ccc(C(=O)C(C)OC(=O)C2COc3ccccc3O2)cc1 (configuration not stated),4,8,-4,0.1,-2,-9,3,4,0,-3
COC(=O)C1=C(O)/C(=C\c2ccc(CNC(=O)C(=O)Nc3ccc(C)c(C)c3)o2)N=C1C,-4,-2,45*,1.1,2,6,-2,41*,9,12
CC(C)C1CC(C(F)(F)F)n2nc(C(=O)O)cc2N1 (configuration not stated),-4,12,-3,-0.5,-5,-3,9,-2,-4,0
Cn1c(NC(=O)CC2CCCCC2)cc(=O)n(C)c1=O,-5,-4,-3,-0.3,-4,-1,9,-2,-1,6
O=C(CC12CC3CC(CC(C3)C1)C2)NCc1ccccc1,2,-8,-3,0.3,-2,0,0,1,17,-3
CCc1ccc(/C=N\NC(=O)c2ccc(Br)o2)s1,7,-9,-4,0.2,4,1,6,-2,-3,-1
CCN(C[C@H]1N[C@@](Cc2ccccc2)(C(=O)OC)[C@H]2C(=O)N(Cc3ccccc3)C(=O)[C@@H]12)C(=O)Nc1ccc(F)cc1,-5,-7,0,0.2,0,-10,1,2,-1,-8
O=C(CSc1ccc2nc(-c3ccccc3)cn2n1)NCC1CCCO1 (configuration not stated),-7,-5,2,11,1,-8,-1,-2,1,1
COCCNC(=S)N1CCC(Cc2ccccc2)CC1,2,9,4,-0.6,-1,0,3,0,3,0
Cc1ccc(NC(=O)COC(=O)Cc2c[nH]c3ccccc23)cc1F,-3,-5,1,0.5,-2,-1,2,-3,-4,-8

# Assay outcomes (PubChem)
